EP2 mod: EP2 receptor modulators, cAMP readout, primary screen, cell-based, HTRF cAMP, PGE2 stimulation. Prostaglandin E2 receptor EP2 subtype (Homo sapiens), P43116. induction, % at 25 µM. 260,000 compounds, 0.83% hits. AID 940, 2007. EP2-expressing cells, cAMP HTRF FRET, PGE2 co-stimulation;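 active = compounds whose cAMP rise, as percent of the full-agonist control response, exceeds 60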;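 note: rat C6 glioma line stably carrying human EP2 under a CMV promoter; the protocol text gives 20 µM as final concentration; 100% = response of wells given 1 µM PGE2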
Target sequence (P43116 whole entry, looked up): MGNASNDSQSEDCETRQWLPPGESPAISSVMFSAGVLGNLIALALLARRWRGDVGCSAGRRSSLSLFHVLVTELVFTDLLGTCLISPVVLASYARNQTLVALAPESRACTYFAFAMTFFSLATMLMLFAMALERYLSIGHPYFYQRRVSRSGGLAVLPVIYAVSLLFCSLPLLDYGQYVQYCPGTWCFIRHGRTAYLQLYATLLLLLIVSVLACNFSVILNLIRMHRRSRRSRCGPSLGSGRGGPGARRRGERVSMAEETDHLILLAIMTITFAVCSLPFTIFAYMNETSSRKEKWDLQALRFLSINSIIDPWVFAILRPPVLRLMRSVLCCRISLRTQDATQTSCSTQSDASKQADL
S1P4 agonist: S1P4 receptor agonists, primary screen, cell-based. Sphingosine 1-phosphate receptor 4 (Homo sapiens), O95977. S1P4-expressing cell line, agonist reporter assay. activation, % at 4.98 µM. 220,000 compounds, 0.35% hits; in the data active = activation above about 11%;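 note: 0% = DMSO vehicle and 100% = reference agonist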
S1P4 antagonist: S1P4 receptor antagonists, primary screen, cell-based | S1P4-expressing cells, antagonist mode, reporter read-out | inhibition, % at 4.98 µM | 220,000 compounds, 0.26% hits | AID 1510, 2009; in the data active = inhibition above about 29%;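 note: 0% = wells stimulated with agonist and 100% = vehicle wells without agonist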
NPY-Y2 PAM-ag: NPY-Y2 potentiators or agonists, primary screen, cell-based | Neuropeptide Y receptor type 2 (Homo sapiens), P49146 | cells expressing NPY-Y2, potentiator/agonist read-out | activation, % at 3.6 µM | 220,000 compounds, 0.45% hits | AID 1359, 2008; in the data active = activation above about 27%;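 note: cells stimulated with NPY near EC25 plus isoproterenol at EC100; 0% = vehicle plus submaximal agonist and 100% = vehicle plus saturating agonist; some results beyond the cut were filed as inactive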
Target sequence (P49146 whole entry, looked up): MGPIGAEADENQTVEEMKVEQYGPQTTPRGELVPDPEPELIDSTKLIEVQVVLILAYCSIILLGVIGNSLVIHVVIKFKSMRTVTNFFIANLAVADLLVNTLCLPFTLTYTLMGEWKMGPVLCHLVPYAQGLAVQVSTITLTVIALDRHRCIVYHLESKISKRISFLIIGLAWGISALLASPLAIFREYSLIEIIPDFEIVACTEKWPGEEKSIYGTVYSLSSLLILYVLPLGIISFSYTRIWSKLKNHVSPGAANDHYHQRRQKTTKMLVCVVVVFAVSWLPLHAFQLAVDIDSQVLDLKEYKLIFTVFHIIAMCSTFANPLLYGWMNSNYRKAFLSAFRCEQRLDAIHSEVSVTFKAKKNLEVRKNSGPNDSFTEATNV
CHOP inhibitor: inhibitors of CHOP promoter induction, primary screen, cell-based, unfolded protein response, luciferase reporter; CHO-K1 CHOP-promoter luciferase, tunicamycin-induced, 15-18 h; inhibition, % at 10 µM; 220,000 compounds, 3.8% hits; AID 2732, 2010;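 active = compounds that reduced the stress-induced luciferase reporter signal by more than about 70% of percent inhibition, limit read from the data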;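 note: 0% = tunicamycin plus vehicle and 100% = wells without tunicamycin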
TRPN1 ag: zebrafish TRPN1 channel agonists, primary screen, cell-based, HEK293, calcium fluorescence. activation, % at 3 µM. 220,000 compounds, 0.18% hits. transient receptor potential cation channel N1 (TRPN1/NompC), Danio rerio. HEK293 zebrafish TRPN1-YFP, Fluo-8 calcium fluorescence; 100% = response to 87 µM carbachol;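 active = activation above its plate's cutoff, the mean activation of test wells on that plate plus 3 SD, cut at about 19% in these data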;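 note: 0% = DMSO alone and 100% = 87 µM carbachol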
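Assay system: Zebrafish TRPN1-YFP in HEK293 cells | Incubation: Dye loading 1 h at 37 °C, then 30 min room temperature | Measured by: Kinetic Fluo-8 fluorescence, ex 470-495, em 515-575 nm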
NPY-Y1 PAM-ag: NPY-Y1 receptor potentiators or agonists, primary screen, cell-based. NPY-Y1 expressing cells, potentiator/agonist activation. activation, % at 3.6 µM. 220,000 compounds, 0.37% hits. Neuropeptide Y receptor type 1 (Homo sapiens), P25929; in the data active = activation above about 33%, passing the limit was not always enough;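 note: cells stimulated with NPY at EC10 then isoproterenol at EC100; 0% = low agonist plus stimulus and 100% = saturating agonist plus stimulus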
TRPML3 ag: human TRPML3 channel agonists, primary screen, cell-based, HEK293 TRPML3-YFP, Fluo-8 calcium fluorescence, 3 µM; 100% = the carbachol control signal; activation, % at 3 µM; 220,000 compounds, 0.29% hits; AID 1448, 2008;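 active = activation above its plate's cutoff, the mean activation of the plate's test wells plus 3 SD, cut at about 12% in these data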;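 note: 0% = DMSO only wells and 100% = carbachol wells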
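Material: TRPML3-YFP stable HEK293 cells | Dosing: One concentration, 3 µM nominal, 0.3% DMSO | Timing: 125 s total fluorescence read per well | Technique: Fluo-8 calcium dye fluorescence, ex 470-495, em 515-575 nm | Measure: Percent activation from peak-to-basal fluorescence ratio, scaled between DMSO and carbachol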
NPY-Y1 antag: NPY-Y1 receptor antagonists, primary screen, cell-based. 200,000 compounds, 1% hits. inhibition, % at 3.6 µM. HEK293-CNG Y1 cells, membrane potential fluorescence; NPY at EC95, then isoproterenol. Neuropeptide Y receptor type 1 (Homo sapiens), P25929;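 active = inhibition above the campaign mean inhibition of all tested compounds plus 3 SD, cut at about 20% in these data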;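 note: 0% = DMSO wells given NPY plus isoproterenol and 100% = isoproterenol alone without NPY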
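Material: Y1- and CNG-channel-expressing HEK293 cells / Probe or stimulus: NPY 25 nM then isoproterenol 1 µM plus Ro 20-1724 25 µM / Doses: 3.6 µM single dose, DMSO 0.4% / Schedule: compound incubation 1 h at room temperature, readout 45 min post-stimulation / Signal: membrane potential fluorescence / Benchmarks: isoproterenol-only wells as full block versus NPY-plus-isoproterenol wells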
* = called active by the depositor; x = not tested or not shown; & = joins results of further samples. Rows are unselected, and some 6.5% of all compounds hit somewhere here.

SMILES	EP2 mod	S1P4 agonist	S1P4 antagonist	NPY-Y2 PAM-ag	CHOP inhibitor	TRPN1 ag	NPY-Y1 PAM-ag	TRPML3 ag	NPY-Y1 antag
O=C(C1CCCN1S(=O)(=O)c1ccc(Cl)c(Cl)c1)N1CCOCC1 (stereo not drawn)	-9	-1.4	-16	14	-4	1.1	-14	0.2	0
CC(C)NS(=O)(=O)c1ccc(OCC(=O)N2CCCC2)cc1	-1	-0.9	3	3	-2	-0.1	-2	1.2	2
CCOC(=O)c1cc(NC(=O)c2ccc(Cl)cc2)c(=O)oc1-c1ccccc1	7	-2.4	1	9	77*	1.4	-9	-0.2	-6
CCn1c(CSc2nc(C)cc(C)n2)nnc1SCC(=O)Nc1ccccc1	5&5	3.0	-2	-4	-8	-0.9	-37	-0.2	-3
O=[N+]([O-])c1cc(-c2nnc(C34CC5CC(CC(C5)C3)C4)o2)cc([N+](=O)[O-])c1	19	-0.2	-7	-8	20	-1.1	-22	-0.3	0
O=C(COC(=O)c1cccc(S(=O)(=O)N2CCN(c3ccccc3)CC2)c1)NCC1CCCO1 (stereo not drawn)	-26	-0.2	-5	-22	-11	2.0	-17	1.0	x
CCOC(=O)c1ccc2c(c1)nc(C)n2CC	-9	-0.9	-22	-9	3	-0.6	2	0.0	4
O=C(c1cccc(S(=O)(=O)N2CCc3ccccc3C2)c1)N1CCN(c2ccc(O)cc2)CC1	-7	1.9	-18	9	21	0.6	6	-0.3	2
Cc1ccc(OCCOCCOc2cccc3cccnc23)c(Br)c1	-68	0.8	4	-25	-12	-2.0	-60	0.1	14
Cc1cc(NC(=O)CSc2n[nH]c(CC(C)C)n2)no1	16	1.7	-3	11	-6	0.5	17	0.6	2
CCN(CC)S(=O)(=O)c1ccc(N=NC2=C(O)CCCC2=O)cc1	1	-1.9	-11	5	-12	2.0	14	0.2	-4
COc1ccc(-c2nnnn2-c2ccccc2OC)cc1	5	3.2	2	1	x	0.4	-12	-0.2	3
Cc1cc(Cl)c(S(=O)(=O)N2CCSCC2)cc1OCC(=O)NC1CCCCC1	-34	-3.0	-37	11	69	12	-1	2.0	-8
CC(C)(C)c1nnc(NC(=O)c2ccc(Cl)nc2)s1	8	0.6	4	0	-7	1.9	8	0.6	-4
Cc1ccccc1C(=O)NC1CCN(CC(=O)NCc2ccc(F)cc2)CC1	-3	1.1	-11	-1	3	0.0	18	0.9	7
COc1ccc(C2C(C#N)=C(/N=C/N3CCOCC3)OC3=C2C(=O)CC(C)(C)C3)cc1OC (stereo not drawn)	6	-1.4	-18	-15	2	-0.9	-3	0.6	9
CC1=C(c2ccccc2)[N+](=O)C2(CCCC2)N1[O-]	1	0.7	-8	9	-16	2.9	-7	1.2	3
CC(=O)N1N=C(c2cccs2)CC1c1cc2cc(C)ccc2nc1Cl (stereo not drawn)	-5	1.7	-2	2	106*	2.8	-10	0.8	x
O=C(NN=C1CCCCCC1)NC1CCCCC1	-19	-0.2	-10	-21	-7	0.2	-6	1.1	3
Cc1cc2nc(-c3cccc(NC(=O)c4ccc(Br)o4)c3)oc2cc1C	2	-4.3	-6	7	20	-0.3	-6	0.6	-1
CCOC(=O)c1cn(CC)c2cc(N3CCOCC3)c(F)cc2c1=O	33	14*	-5	7	7	1.9	1	-0.3	-3
CCSc1nnc(NC(=O)NC(CC)(C(F)(F)F)C(F)(F)F)s1	-10	1.5	-6	23	90*	8.7	47*	4.0	1
CC(=O)N1CC(c2ccccc2)C(c2ccc(Cl)cc2)=N1 (stereo not drawn)	52	2.1	-20	8	43	-1.5	19	0.0	6
CCOC(=O)C1CCCN(C(=S)Nc2ccc(OC)cc2)C1 (stereo not drawn)	-2	1.2	-36	9	11	1.2	-12	0.5	5
O=C1N(CN2CCN(c3cccc(Cl)c3)CC2)c2ccccc2C12OCCCO2	-11	0.2	-12	10	12	0.6	-5	0.8	15
CCc1ccc(OCC(=O)N/N=C/c2cc([N+](=O)[O-])ccc2N2CCCCCC2)cc1	2	-1.5	-25	0	14	0.0	-20	0.5	3
CC1CCCC(NC(=O)CSc2nnnn2C)C1C (stereo not drawn)	9	1.5	4	22	29	0.4	-2	0.2	-5
O=C(NCc1ccccn1)c1cc(-c2ccc(Cl)cc2)nc2ccccc12	34	1.4	-5	8	64	-2.8	-30	-0.5	12
COc1cc([N+](=O)[O-])ccc1-c1ccc(/C=N/NC(N)=O)o1	22	1.6	-1	0	-16	1.9	9	0.2	x
Cc1ccc(-c2nc(CN(C)Cc3ccc4nccnc4c3)c(C)o2)s1	0	-1.1	-2	-16	13	-0.3	-13	0.4	-1

Some of the entries so far, with values under each structure:
Values run as follows: EP2 mod, S1P4 agonist, S1P4 antagonist, NPY-Y2 PAM-ag, CHOP inhibitor, TRPN1 ag, NPY-Y1 PAM-ag, TRPML3 ag, NPY-Y1 antag
CCc1ccc(OCC(=O)N/N=C/c2cc([N+](=O)[O-])ccc2N2CCCCCC2)cc1
 : 2, -1.5, -25, 0, 14, 0.0, -20, 0.5, 3
O=C(c1cccc(S(=O)(=O)N2CCc3ccccc3C2)c1)N1CCN(c2ccc(O)cc2)CC1
 : -7, 1.9, -18, 9, 21, 0.6, 6, -0.3, 2

More results:
SMILES	EP2 mod	S1P4 agonist	S1P4 antagonist	NPY-Y2 PAM-ag	CHOP inhibitor	TRPN1 ag	NPY-Y1 PAM-ag	TRPML3 ag	NPY-Y1 antag
CC(CO)NCC12CC3CC(CC(C3)C1)C2 (stereo not drawn)	-8	0.1	-21	3	-9	1.7	1	0.6	9
COc1ccc(N)c2c1C(=O)c1ccccc1C2=O	-19	1.7	-10	24	21	-3.5	23	2.6	-9
CCn1c(C)[n+](Cc2ccccc2)c2ccc(Cl)cc21	3&20	-0.7	-1	-8	2	0.2	1	0.9	-4
COc1ccc(C)cc1NC(=O)c1ccc2c(SCC(=O)O)c3c(nc2c1)CCCC3	10	45*	-12	-14	4	1.3	5	0.7	x
Cc1ccccc1NC(=O)C(=O)c1cn(C)c2ccccc12	-6	0.2	-19	9	25	0.3	-11	0.5	1
S=C1Nc2cc(Cl)ccc2Sc2ccccc21	12	-0.2	-12	-8	45	-0.6	-16	0.3	3
CCOC(=O)N1C=CC=C[C@@H]2[C@@H](N3C(=O)c4ccccc4C3=O)C(=O)N21	21	0.2	-8	-1	-10	2.9	7	0.9	0
CCOc1c(Br)cc(/C=C2\C(=O)N(CCC#N)N=C2C)cc1OC	-47	4.3	4	-7	2	-0.8	-20	0.2	4
Cc1sc2ncn(CC(=O)NCc3ccco3)c(=O)c2c1-c1ccccc1	25	-1.2	-3	-1	14	-3.0	6	0.0	-5
Cc1cc(C(=O)OCC(=O)NC(C)C)c(C)o1	23	2.2	1	2	20	0.1	16	-0.2	1
Cc1cccc(NC(=O)c2ccccn2)c1C	14	-1.4	-6	-1	-7	-0.6	0	0.2	9
CC1=C(C(=O)Nc2ccccc2)C(c2ccco2)C(C#N)=C(SCc2ccccc2)N1 (stereo not drawn)	-18	0.8	-14	-33	26	-0.2	-22	-1.2	0
N#C/C(=C\c1ccc(N2CCCCC2)o1)C(N)=O	-8	0.5	0	1	32	4.2	-4	3.6	-2
CCOC(=O)c1c(NC(=O)Cc2cccs2)sc(C(=O)N2CCCCC2)c1C	39	-0.8	3	7	43	-0.6	5	0.8	2
Cc1[nH]c2ccc(F)cc2c1CCN(Cc1ccncc1)C(=S)Nc1ccccc1	-78	-0.1	-8	6	-7	-0.6	5	0.4	-1
Cc1ccc(CN2CCN(Cc3ccc4cc(F)ccc4n3)CC2CCO)o1 (stereo not drawn)	-7	-1.5	-5	-10	36	-0.9	7	-0.4	5
Cc1[nH]n(-c2ccccc2)c(=O)c1/C=N/N1C(=O)c2cccc3cccc(c23)C1=O	-39	0.3	-7	-2	24	0.0	-3	0.9	-3
Cn1c(=O)oc2cc(S(=O)(=O)N3CCCC(C(=O)N4CCc5ccccc5C4)C3)ccc21 (stereo not drawn)	-21	-2.6	-6	-3	-8	1.9	0	0.5	6
O=C1CC(c2ccccc2Cl)CC(O)=C1C=Nc1ccccc1 (stereo not drawn)	-31	0.3	-13	-3	103*	-0.1	-9	0.6	3
CCOC(=O)C1CCN(C(=O)Nc2ccc3snnc3c2)CC1	-5	0.5	-20	14	8	-0.1	-2	0.5	-4
Cc1nn(-c2ccc(Cl)cc2)c2sc(C(=O)N3CCN(c4ccccn4)CC3)cc12	14	0.1	6	0	-4	-0.1	-5	0.3	-3
COc1ccc(O)c(C(=O)c2cc(C#N)c(=O)n(CCN3CCOCC3)c2)c1	-4	-0.4	-15	-3	-1	0.1	4	0.4	4
CS(=O)(=O)N1CCN(c2nc(-c3ccccc3)cs2)CC1	2	-0.7	7	-13	36	0.3	-8	0.1	-6
Cc1ccc(C(=O)Nc2cc(=O)n(C)c(=O)n2C)cc1C	15	-0.2	-16	7	-1	0.9	1	1.2	-1
